Screens as filed in PubChem.
DDE Tn6 FP inh: disrupts Tn6 cyclic peptide binding to fibrin D-Dimer-E complex. P02675. Fibrin DD(E) TRITC-Tn6 fluorescence polarization displacement. inhibition, % at 8.3 µM. 0.21% of 370,000 active. AID 720509;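 active = inhibition above a per-campaign cutoff: mean of compounds within control limits plus 3 SD, cut at about 15% in these data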;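 note: 0% = median of all compound wells on the plate and 100% = blocking peptide control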
Tn7 DDE FP: disrupts Tn7 cyclic peptide binding to fibrin D-Dimer-E complex | FP displacement of FITC-Tn7 peptide from fibrin DD(E); 0% = median of compound wells per plate | AID 720508 | 0.13% of 370,000 active | P02675 | inhibition, % at 8.3 µM;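 active = inhibition above the mean of compounds falling within the control limits plus 3 SD of them, cut at about 14% in these data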;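 note: 0% = plate median of compound wells and 100% = 10 µM Aha-Tn7 peptide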
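assay system = human clot-derived fibrin DD(E) complex | quantity = Fibrin-DD(E) at 2 µM final | timing = 10 min preincubation, 3 h with tracer, room temperature | signal = fluorescence polarization | measure = percent inhibition | benchmarks = high control wells with 10 µM unlabelled Aha-Tn7 peptide (full inhibition) | replicates = singlicate testing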
NR1D1 modulator: Rev-erb alpha (human) modulation | P20393 | Rev-erbα–FITC-DNA binding, fluorescence polarization, 90 min | activity, % at 10 µM | 0.79% of 370,000 active | AID 1259318;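 active = activity above about 14%, limit read from the data; passing the limit was not always enough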;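 note: 0% = DMSO wells with 35 nM protein and 100% = DMSO wells with 750 nM protein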
PLCb3 inh: blocks human PLC-beta3 enzyme activity. AID 720704. inhibition, % at 12.2 µM. Q01970. 0.18% of 370,000 active. Purified PLC-beta3, fluorogenic substrate, fluorescence; in the data active = inhibition above about 11%;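 note: 0% = median of compound wells on plate and 100% = full blocker control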
ARFGAP1 inh: inhibits rat ARF GTPase activating protein 1; Q62848; Arfgap1-stimulated ARF1 GTP hydrolysis, GDP FP detection; inhibition, % at 16.5 µM; 0.26% of 360,000 active;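 active = inhibition above a per-plate limit, mean inhibition of low control wells plus 3 SD, cut at about 25% in these data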;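 note: 0% = DMSO wells with enzyme and 100% = wells lacking Arfgap1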
Target sequence (Q62848 1-136 limits assumed): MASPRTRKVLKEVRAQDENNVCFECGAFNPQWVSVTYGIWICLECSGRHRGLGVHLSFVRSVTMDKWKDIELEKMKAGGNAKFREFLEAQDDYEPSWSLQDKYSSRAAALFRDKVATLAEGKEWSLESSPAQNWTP
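System: truncated rat Arfgap1 GAP domain / Benchmarks: high control wells lacking Arfgap1, low control full reaction with DMSO / Times: compound-enzyme preincubation 20 min, reaction 120 min, detection 60 min, 25 °C / Repeats: one replicate per compound / Also added: human ARF1(Δ1-17)-GTP substrate / Measured by: Tracer-displacement fluorescence polarization with EDTA stop, 620/688 nm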
sPLA2-III inh: Blocks human group III sPLA2 activity; QFRET BODIPY PC-A2 liposome hydrolysis, fluorescence; Q9NZ20; 0.56% of 370,000 active; inhibition, % at 12.2 µM;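 active = inhibition above mean plus 3 SD of compounds lying within the high and low control bounds, cut at about 19% in these data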;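 note: 0% = median of test compound wells and 100% = no enzyme DMSO wells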
Target sequence (Q9NZ20 whole entry, looked up): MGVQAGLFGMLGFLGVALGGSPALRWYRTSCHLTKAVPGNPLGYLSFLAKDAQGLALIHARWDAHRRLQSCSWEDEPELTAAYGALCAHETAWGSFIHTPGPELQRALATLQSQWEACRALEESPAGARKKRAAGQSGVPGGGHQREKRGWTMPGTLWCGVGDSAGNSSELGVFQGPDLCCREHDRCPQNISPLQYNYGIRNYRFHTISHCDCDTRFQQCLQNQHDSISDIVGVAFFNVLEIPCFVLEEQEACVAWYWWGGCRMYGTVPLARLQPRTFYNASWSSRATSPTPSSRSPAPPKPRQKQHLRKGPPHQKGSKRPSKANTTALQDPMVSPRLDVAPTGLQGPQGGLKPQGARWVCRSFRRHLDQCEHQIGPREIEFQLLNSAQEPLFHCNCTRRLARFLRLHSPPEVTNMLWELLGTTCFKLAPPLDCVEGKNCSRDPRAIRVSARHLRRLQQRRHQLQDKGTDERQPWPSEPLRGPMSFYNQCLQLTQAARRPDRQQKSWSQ
UHRF1 MBD2 ctr: UHRF1 methyl-DNA binding inhibition. Q96T88. UHRF1 binding to methylated oligo, TR-FRET. inhibition, % at 4.4 µM. 0.75% of 370,000 active. AID 687016; in the data active = inhibition above about 21%;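 note: UHRF1 SRA domain binding a hemimethylated CpG hairpin DNA probe; 0% = median of test compound wells and 100% = reference inhibitor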
ASAP1 inh: ASAP1 ArfGAP inhibition | Q9ULH1 | ASAP1-stimulated ARF1 GTP hydrolysis, GDP FP detection | inhibition, % at 16.5 µM | 0.19% of 360,000 active; in the data active = inhibition above about 25%;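 note: 0% = vehicle with enzyme and substrate and 100% = no enzyme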
proKLK7 act: proKLK7 (human) activation, primary screen | purified proKLK7, EDANS-DABCYL substrate fluorescence; 100% is mature enzyme control, 0% vehicle | activation, % at 7 µM | P49862 | AID 652039 | 0.9% of 370,000 active;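 active = activation above the mean of all tested compounds plus 3 SD, computed per campaign excluding outliers beyond control limits, cut at about 13% in these data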
Target sequence (P49862 whole entry, looked up): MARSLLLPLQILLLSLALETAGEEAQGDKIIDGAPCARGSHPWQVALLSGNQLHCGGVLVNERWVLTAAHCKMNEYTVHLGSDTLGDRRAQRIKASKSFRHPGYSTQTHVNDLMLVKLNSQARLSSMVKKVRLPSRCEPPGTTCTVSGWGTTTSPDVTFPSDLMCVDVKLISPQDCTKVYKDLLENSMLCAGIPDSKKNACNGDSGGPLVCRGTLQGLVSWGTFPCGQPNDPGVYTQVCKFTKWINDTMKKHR
PLCg1 inh: PLC-gamma1 (human) inhibition, primary screen; purified PLC-gamma1, fluorogenic substrate, fluorescence; inhibition, % at 12.2 µM; 0.84% of 370,000 active; in the data active = inhibition above about 9.5%
* hit, by the source's call.

Codes – A = DDE Tn6 FP inh; B = Tn7 DDE FP; C = NR1D1 modulator; D = PLCb3 inh; E = ARFGAP1 inh; F = sPLA2-III inh; G = UHRF1 MBD2 ctr; H = ASAP1 inh; I = proKLK7 act; J = PLCg1 inh
S=c1[nH]nc(Cc2cccs2)n1-c1ccccc1
  A: -2; B: 6; C: -4; D: 2; E: -7; F: 9; G: -4; H: -7; I: -0.8; J: 7
CCC(=O)N(Cc1ccc(S(N)(=O)=O)cc1)C1CC(=O)N(c2ccccc2)C1=O (stereo not given)
  A: -3; B: -2; C: -4; D: 0; E: 3; F: -3; G: 1; H: -2; I: 0.1; J: -1
Cc1sc2ncnc(N)c2c1C
  A: 6; B: -5; C: 0; D: 1; E: 10; F: -4; G: -2; H: -7; I: -0.4; J: -1
Cc1cc(Br)cn2c(Cc3cccc(F)c3)c(-c3cccc(Cl)c3)nc12
  A: 1; B: 2; C: 19*; D: -6; E: -1; F: -11; G: 4; H: 7; I: 0.5; J: -2
CCCCc1nc(Cl)c(CO)n1Cc1ccc(-c2ccccc2-c2nnn[nH]2)cc1
  A: 4; B: 2; C: -2; D: 5; E: -3; F: -6; G: 6; H: 15; I: 0.0; J: 7
COc1cc(Sc2ccc(C)cc2)c(OC)cc1N
  A: -6; B: -5; C: -1; D: -9; E: -7; F: 22*; G: -5; H: -1; I: -0.1; J: -6
COc1ccc(CCNc2ncnc3c2nnn3Cc2ccccc2)cc1
  A: 1; B: 8; C: 3; D: -10; E: 1; F: -8; G: -1; H: 8; I: -0.8; J: -1
COc1ccc(C(O)c2nc(-c3cccc(O)c3)cs2)cc1 (stereo not given)
  A: -3; B: 2; C: 1; D: 1; E: 11; F: -26; G: -1; H: 8; I: -0.6; J: 1
c1ccc(-c2nc(-c3nccc4ccccc34)oc2-c2ccccc2)cc1
  A: 4; B: 4; C: 2; D: -65; E: 1; F: 6; G: -1; H: 10; I: -11; J: -37
CC(C)(C)C(=O)N1CCN(c2ncnc3scc(-c4ccccc4)c23)CC1
  A: 5; B: 6; C: 2; D: -6; E: 7; F: 6; G: 2; H: 0; I: 0.3; J: 1
CCCNC(=O)Cc1ccsc1
  A: 0; B: -4; C: -2; D: 3; E: 3; F: 4; G: 0; H: -10; I: 0.4; J: 0
CC(=O)NC1=NN(C(C)=O)C(c2cccc([N+](=O)[O-])c2)S1 (stereo not given)
  A: 8; B: 6; C: -2; D: 1; E: 7; F: 1; G: 1; H: -6; I: 0.0; J: 1
COc1cc2c(cc1OC)/C(=C/C(=O)c1ccc(OC)c([N+](=O)[O-])c1)NCC2
  A: -5; B: -1; C: 1; D: -56; E: 22; F: -3; G: -3; H: 8; I: 3.9; J: -50
O=C(CCN1C(=O)S/C(=C\c2cccs2)C1=O)Nc1nccs1
  A: 4; B: -1; C: 2; D: -6; E: -8; F: 2; G: 2; H: -1; I: -0.4; J: 0
O=C(OCCOc1ccccc1F)c1cccc(S(=O)(=O)N2CCOCC2)c1
  A: -6; B: -4; C: -1; D: 2; E: 5; F: -1; G: -1; H: 6; I: -0.4; J: -3
Cc1ccc(C(c2c(C)nn(-c3ccccc3)c2N)c2c(C)nn(-c3ccccc3)c2N)cc1
  A: -5; B: 0; C: 0; D: -2; E: 9; F: 8; G: -1; H: -4; I: -0.1; J: 1
O=C(O)Cc1c(C(=O)O)[nH]c2ccc(C(=O)O)cc12
  A: 6; B: 1; C: 3; D: -14; E: 5; F: -4; G: 18; H: -4; I: 0.0; J: -3
O=C(Nc1ccc(Br)c(Cl)c1)c1ccco1
  A: 2; B: -1; C: 11; D: 2; E: -1; F: 10; G: 1; H: 0; I: -0.1; J: 5
O=C(Nc1ccccc1N1CCOCC1)C1Cc2ccccc2CN1C(=O)c1ccco1 (stereo not given)
  A: -7; B: -4; C: -7; D: -4; E: -1; F: 1; G: -1; H: 5; I: 0.3; J: 1
CCN1CCCC1CNC(=O)c1ccc2c(c1)N(Cc1cccc(Cl)c1)C(=O)c1ccccc1S2(=O)=O (stereo not given)
  A: -9; B: 0; C: -4; D: -2; E: -1; F: -11; G: 2; H: -2; I: 0.6; J: 2
CSc1ccc(CNc2ccc(C)c(C)c2)cc1
  A: 0; B: 5; C: -3; D: 2; E: -7; F: 9; G: -1; H: -18; I: 0.4; J: -1
O=C1OC(CCl)CN1Cc1c(Cl)cccc1Cl (stereo not given)
  A: 7; B: 3; C: -2; D: -10; E: 1; F: 1; G: -1; H: -18; I: 0.0; J: -3
O=C(COC(=O)/C=C/c1ccco1)Nc1ncc(C(F)(F)F)cc1Cl
  A: 16*; B: 1; C: 2; D: -14; E: -9; F: -7; G: 55*; H: 4; I: 0.3; J: -6
COc1ccccc1-n1nc(C(=O)O)c2ccccc2c1=O
  A: 4; B: -6; C: 1; D: -2; E: -2; F: 0; G: 0; H: 2; I: 0.6; J: 0
CC(C(=O)N1CCOCC1)N1C(=O)C2C3C=CC(C4CC34)C2C1=O (stereo not given)
  A: -4; B: -7; C: 1; D: 1; E: -11; F: 2; G: 1; H: -7; I: 0.2; J: 0
CCOc1ccc(NS(=O)(=O)c2cc(NC(=O)c3ccc(C)cc3)ccc2Cl)cc1
  A: -3; B: -10; C: -3; D: 2; E: 6; F: -34; G: 1; H: 7; I: 0.6; J: 4
CC1(C)CC(=O)C(C(N)=NC(=O)c2ccccc2)=C(O)C1
  A: -3; B: 5; C: 3; D: -3; E: -4; F: 3; G: -3; H: 1; I: 0.0; J: -1
CCc1cc(=O)[nH]c(SCC(=O)NCC2CCCO2)n1 (stereo not given)
  A: -1; B: 1; C: -4; D: -6; E: 6; F: 0; G: 1; H: 7; I: 0.7; J: 0
Cn1c(N)c(C(=O)COC(=O)[C@@H]2CCCN2S(=O)(=O)c2ccc(Cl)cc2)c(=O)n(C)c1=O
  A: -3; B: 4; C: -5; D: 4; E: 1; F: -4; G: 0; H: 0; I: 0.4; J: 1
COc1ccc(CCNc2ccc(C(CC(N)=O)NC(=O)c3cc(C)cc(C)c3)cc2[N+](=O)[O-])cc1 (stereo not given)
  A: 2; B: 1; C: 4; D: -1; E: -4; F: -2; G: 1; H: -4; I: 0.4; J: -1
COc1ccccc1CNC(=O)CN1C(=O)COc2ccc(S(=O)(=O)NC3CCCC3)cc21
  A: 2; B: 4; C: -1; D: -3; E: -9; F: 0; G: 0; H: -14; I: -0.3; J: 0
CC(=O)N(c1ccccc1)c1ccccc1[N+](=O)[O-]
  A: -1; B: -1; C: -5; D: -7; E: 0; F: 11; G: 1; H: 5; I: 0.3; J: 2
Cc1cc(=O)oc2cc(OCC(=O)NC3CCCCC3)c(Cl)cc12
  A: 6; B: 1; C: -5; D: -20; E: -4; F: 7; G: 1; H: -1; I: 0.4; J: -13
O=C(O)CCc1nc2cc(C(F)(F)F)ccc2n(Cc2ccccc2)c1=O
  A: 6; B: -1; C: -1; D: -3; E: -1; F: -3; G: -5; H: -8; I: 0.6; J: -1
O=C(N1CCOCC1)N1CCN(Cc2ccccc2)CC1
  A: 4; B: 2; C: 0; D: 4; E: 2; F: 12; G: 6; H: 5; I: -0.2; J: 10*
Nc1ncnc2c1ncn2[C@@H]1O[C@H](C(=O)NCc2ccc(OC(F)(F)F)cc2)[C@@H](O)[C@H]1O
  A: 1; B: -8; C: 0; D: -1; E: 5; F: 2; G: 1; H: -5; I: -0.5; J: -2
COc1ccc2cc3c(N)nn(C(=O)c4ccccc4[N+](=O)[O-])c3nc2c1
  A: 3; B: 11; C: 3; D: -11; E: 15; F: 10; G: 1; H: -4; I: -0.1; J: -3
O=c1cc(N2CCCCC2)c(-c2ccccc2)nn1Cc1ccc(F)cc1
  A: -3; B: -7; C: 3; D: -1; E: -12; F: -4; G: -2; H: 6; I: -0.4; J: -4
Cc1ccc(NC(=O)NC2CCCCC2)cc1Cl
  A: 4; B: 2; C: -3; D: 2; E: 3; F: 0; G: 0; H: 0; I: 0.5; J: 3
COc1ccc(-n2sc3ccccc3c2=O)cc1
  A: 3; B: 0; C: 1; D: -4; E: 11; F: 8; G: 9; H: 6; I: -0.2; J: -1
CCN(CC)C(=O)C1=C(C)N(CCCN2CCCC2=O)C(=O)C(CC(=O)NCCCN(C)C)C1 (stereo not given)
  A: 6; B: 2; C: -3; D: -1; E: 2; F: 9; G: 1; H: -10; I: -0.1; J: 1
CCOC(=O)Cc1c(C)nc(N)[nH]c1=O
  A: -4; B: -3; C: 4; D: -2; E: 14; F: -4; G: -2; H: 0; I: 0.2; J: 1
O=C(CN(C(=O)CCC(=O)Nc1ccccn1)c1ccc(F)cc1)NCc1ccco1
  A: 1; B: -4; C: 2; D: -3; E: -4; F: -3; G: -1; H: 3; I: -1.0; J: 1
CC(=O)NC12CC3CC(CC(CC(=O)O)(C3)C1)C2
  A: -3; B: -5; C: 8; D: 3; E: 13; F: 7; G: 0; H: -1; I: 0.3; J: 2
COCCn1c(=S)[nH]c2sc3c(c2c1=O)CCCC3
  A: -8; B: 5; C: 2; D: -8; E: 7; F: 18; G: 0; H: -7; I: -0.4; J: -3

The list goes on, starting with the last 2 of the part before.
Codes – A = DDE Tn6 FP inh; B = Tn7 DDE FP; C = NR1D1 modulator; D = PLCb3 inh; E = ARFGAP1 inh; F = sPLA2-III inh; G = UHRF1 MBD2 ctr; H = ASAP1 inh; I = proKLK7 act; J = PLCg1 inh
CC(=O)NC12CC3CC(CC(CC(=O)O)(C3)C1)C2
  A: -3; B: -5; C: 8; D: 3; E: 13; F: 7; G: 0; H: -1; I: 0.3; J: 2
COCCn1c(=S)[nH]c2sc3c(c2c1=O)CCCC3
  A: -8; B: 5; C: 2; D: -8; E: 7; F: 18; G: 0; H: -7; I: -0.4; J: -3
COc1ccc(C(c2sc3ncnn3c2O)N2CC(C)OC(C)C2)cc1OC (stereo not given)
  A: -5; B: 8; C: -4; D: -5; E: -1; F: 4; G: 2; H: -5; I: 0.4; J: -3
Cc1ccc(F)c(Oc2cc(NN3CCCCC3)c([N+](=O)[O-])cc2[N+](=O)[O-])c1
  A: -2; B: -9; C: 4; D: 2; E: 1; F: 3; G: -2; H: -1; I: -0.4; J: 0
COC(=O)c1ccc(C(C(=O)NCc2ccccc2)N(Cc2cccs2)C(=O)c2cnccn2)cc1 (stereo not given)
  A: -4; B: -1; C: 0; D: 1; E: 0; F: -4; G: -1; H: -2; I: 0.3; J: 1
C#CCOCCOCCOCCNc1nc(N2CCN(C(=O)[C@H](C)n3cc(CCC(=O)O)nn3)CC2)nc(N2CCN(C(=O)[C@H](Cc3ccc(O)cc3)n3cc(CCO)nn3)CC2)n1
  A: -3; B: 6; C: 3; D: 6; E: -5; F: -5; G: 4; H: 10; I: 0.1; J: 3
CC1(C)CC(=O)c2c(S(C)(=O)=O)sc(Br)c2C1
  A: -5; B: -3; C: 7; D: -11; E: -2; F: 2; G: 0; H: -3; I: 0.5; J: -2
COc1ccc(C2/C(=C(/O)c3ccc4c(c3)CC(C)O4)C(=O)C(=O)N2Cc2ccncc2)cc1 (stereo not given)
  A: 0; B: 3; C: -6; D: -9; E: -6; F: -2; G: -6; H: 7; I: 0.1; J: -2
COC(=O)c1c(C(=O)OC)c2ccccn2c1C(=O)c1ccc([N+](=O)[O-])cc1
  A: 5; B: -1; C: 3; D: -8; E: -7; F: 9; G: 2; H: -1; I: 0.5; J: -1
